PTAP TSG101 blk – blocks PTAP/TSG101 interaction to inhibit HIV-1 budding; 340,000 tested, under 10 active; Q99816; Fluorescence polarization, FITC-PTAP peptide / Tsg101 binding; Potency, µM (highest dose often 115 µM), inactives show at the top dose activity change, negative = inhibition, hits mostly inhibitors; active = well fitted inhibition curve with a large enough effect in the main read-out, with a control signal flat, not every such curve was filed as active; inconclusive = small, poorly fitted or top-dose-only effect, or effect the other way, or a change in a side signal; inactive = no such curve, though single readings can be large or run the other way; note: potency is the fitted concentration of half-maximal effect; % of control where 0% means no effect
Target sequence (Q99816 whole entry, looked up): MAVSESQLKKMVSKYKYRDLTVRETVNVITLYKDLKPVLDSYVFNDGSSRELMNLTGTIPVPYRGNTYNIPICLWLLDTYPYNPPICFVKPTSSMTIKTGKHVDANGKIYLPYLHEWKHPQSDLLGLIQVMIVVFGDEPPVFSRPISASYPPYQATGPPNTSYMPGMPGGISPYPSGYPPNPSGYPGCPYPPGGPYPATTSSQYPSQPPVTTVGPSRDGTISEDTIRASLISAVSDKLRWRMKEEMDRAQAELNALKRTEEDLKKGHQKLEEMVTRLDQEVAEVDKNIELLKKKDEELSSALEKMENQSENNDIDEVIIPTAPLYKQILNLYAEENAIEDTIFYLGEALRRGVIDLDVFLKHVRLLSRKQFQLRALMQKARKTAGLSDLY
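Fluorescence polarization binding of Tsg101 binding domain (10 uM final) to FITC-labeled PTAP peptide (50 nM final) in HEPES pH 7.5 buffer with NaCl, Tween 20, EDTA, TCEP. Compounds added before peptide; binding 20 min at RT.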
CXXC DNA block – blocks binding of human MLL CXXC domain to DNA; Potency, µM (top dose mostly 115 µM), inactives show at the top dose activity change, negative = inhibition, usual class: inhibitors; MLL-CXXC / FITC-HOXA9 DNA fluorescence polarization; AID 2662; hit rate 0.037% among 290,000; active = well fitted inhibition curve with a large enough effect in the polarisation, with a control signal flat, not every such curve was filed as active; inconclusive = small, poorly fitted or top-dose-only effect, or effect the other way, or a change in a side signal; inactive = no such curve, though single readings can be large or run the other way; the % refers to the polarisation; note: potency is the fitted concentration of half-maximal effect
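Steps: dispense CXXC domain solution (7 uM) → pin compounds or unlabeled HOX-A9 DNA control → 5 min ambient → add FLSN-HOX-A9 solution (50 nM) → spin → 30 min ambient → fluorescence polarization. Tris pH 7.5/NaCl/DTT/BSA buffer.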
BRCA1 expr act – increases BRCA1 expression. MCF7-BRCA1-FFLuc reporter, luminescence, 48 h; response scale: scaled: vehicle 0%, 10 µM genistein 100%. Potency, µM (titrated, usually from 46.1 µM), for inactives: at the highest dose activation, usual class: activators. hit rate 1.1% among 380,000. AID 624202; note: potency is the fitted concentration of half-maximal effect; nearly all actives have a fitted effect of over 80% in size; some results filed as inactive show a strong effect at the top dose
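MCF7-BRCA1-FFLuc cells, 2000/well in phenol-red-free MEM, attached 2 h then treated 48 h at 37 C. Luciferase luminescence read 15 min after reagent; normalized to genistein maximum activation (10microM) and DMSO, concentration-response fitted.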
TCR activator – T cell receptor activation; primary human leukocytes, anti-CD3, IL-2 HTRF, 48 h; Potency, µM (highest dose often 9.22 µM), without a hit: at the highest dose activation of IL-2 secretion, actives largely listed as activators; 330,000 tested, under 10 active; AID 504894; note: % of control where 0% means no effect
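IL-2 release read by HTRF sandwich (Eu cryptate donor, d2 acceptor, 665 nm emission) after 48 hr exposure of primary human leukocytes to compound together with anti-CD3 beads in the absence of co-stimulatory signals.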
TRPV1 agonist – human TRPV1 agonism | Q8NER1 | TRPV1-expressing cells, Fluo-8 calcium influx, agonist mode | activation, % at 8.33 µM | hit rate 0.19% among 320,000; in the data active = activation above about 80%; inconclusive = between about 30% and that limit; note: 0% is about no effect
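TRPV1-expressing cells were cultured overnight at 35.5C and loaded with Fluo-8 calcium dye for 40 to 90 min at room temperature. After a 10 s baseline, compound was added and calcium influx was read kinetically for 3 min (ex 480/em 520 nm).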
a7 integrin act – activates integrin-mediated alleviation for muscular dystrophy | alpha7betagal myoblasts, beta-gal FDG fluorescence, 48 h | Potency, µM (top dose mostly 38.3 µM), for the others: top-dose activation, usual class: activators | hit rate 0.064% among 350,000;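 note: potency is the fitted concentration of half-maximal effect; 100% = response of the positive control SU9516; nearly all actives have a fitted effect of over 60% in size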
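alpha7betagal+/- myoblasts (passage 13, 250/well) treated 48 h at 37C with compounds at 1:260 dilution of DMSO stock. Lysed, then beta-galactosidase activity read as FDG fluorescence (ex 480/em 540) after 30 min, with pre-read for autofluorescence.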
A-T KAP1 phos – potential ataxia-telangiectasia treatments restoring KAP-1 phosphorylation; […] A-T fibroblasts, KAP-1 phosphorylation AlphaLISA; neocarzinostatin DNA damage 30 min before lysis; Potency, µM (series often up to 57.5 µM), without a hit: at the highest dose activation, hits mostly activators; hit rate 0.19% among 320,000; note: potency is the fitted concentration of half-maximal effect; % of control where 0% means no effect; nearly all actives have a fitted effect of over 45% in size
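ATM-like activity read as KAP-1 phosphorylation via AlphaLISA donor/acceptor antibody pairs after lysis and 6 hr at 25C. Cells were ATM-null patient fibroblasts ([…], hTERT), dosed 60 min, then exposed to the DSB inducer NCS for 30 min.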
p53 reactivation – restores transcriptional activity of mutant p53 | H1299 p53-A138V BP100-luciferase reporter, luminescence, 24 h | AID 504706 | hit rate 0.063% among 320,000 | Potency, µM (top dose mostly 92.2 µM), for inactives: at the top dose activity change, positive = activation, actives largely listed as activators; note: potency is the fitted concentration of half-maximal effect; % of control where 0% means no effect; nearly all actives have a fitted effect of over 45% in size
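H1299 (p53-null), stable ts p53-A138V + BP100-Luc; 1000 cells/well, Opti-MEM/10% FBS; cpd 4 pt, 1:5; 24 h, 37 deg C, 5% CO2; detection reagent 10 min RT; luminescence.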
ELG1 repair inh – blocks ELG1-dependent DNA repair in HEK293T cells; HEK293T ELG1-luciferase reporter, luminescence, 16 h; DNA damage induced by 5-fluorouridine; hit rate 2.3% among 330,000; Potency, µM (doses to about 46.1 µM), without a hit: top-dose activity change, negative = inhibition, most hits filed as inhibitors; AID 504467; note: potency is the fitted concentration of half-maximal effect; % is set by controls: 0 for no effect and ±100 for the full control effect; nearly all actives have a fitted effect of over 55% in size
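5-Fluorouridine DNA damage + compound/DMSO, 2,000 cells/well, 16 h, 37 °C/5% CO2. ONE-Glo, 30 min RT, luminescence. Readout = decrease in reporter signal.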
B2AR arrestin – agonists driving beta-arrestin recruitment to human beta2-adrenergic receptor; AID 492947; P07550; hit rate 0.02% among 330,000; beta-arrestin recruitment to beta2AR, cell-based reporter; Potency, µM (highest dose often 46.1 µM), for the others: at the highest dose activation, hits mostly activators;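 note: potency is the fitted concentration of half-maximal effect; 0% = DMSO controls and full agonism = EC100 isoproterenol or metaproterenol; nearly all actives have a fitted effect of over 65% in size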
Target sequence (P07550 whole entry, looked up): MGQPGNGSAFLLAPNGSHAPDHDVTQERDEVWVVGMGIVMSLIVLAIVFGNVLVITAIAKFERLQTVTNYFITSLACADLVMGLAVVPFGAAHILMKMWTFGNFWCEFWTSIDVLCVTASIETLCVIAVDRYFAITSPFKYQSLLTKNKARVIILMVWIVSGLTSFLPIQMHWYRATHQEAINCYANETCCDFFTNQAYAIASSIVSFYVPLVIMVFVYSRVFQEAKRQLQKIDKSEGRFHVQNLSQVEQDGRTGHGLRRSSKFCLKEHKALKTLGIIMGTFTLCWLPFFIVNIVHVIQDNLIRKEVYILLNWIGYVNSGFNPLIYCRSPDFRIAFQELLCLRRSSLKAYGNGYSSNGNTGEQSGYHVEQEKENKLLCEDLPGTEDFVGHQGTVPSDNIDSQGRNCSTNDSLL
* marks the source's active call; other numbers are inactive results; ? = inconclusive; · = no result given; [ ] = remark or other dose. Unless noted, calls come from the whole dose curve; as a rule, active = well fitted curve in the direction sought with a large enough effect; inconclusive = small, poorly fitted or top-dose-only effect, or another doubt; inactive = no such curve, though single readings can be large; an effect the other way counts as inactive or inconclusive.

Sample of the layout:
SMILES | PTAP TSG101 blk | CXXC DNA block | BRCA1 expr act | TCR activator | TRPV1 agonist | a7 integrin act | A-T KAP1 phos | p53 reactivation | ELG1 repair inh | B2AR arrestin
O=C(CSc1nnc(-c2ccccc2)o1)Nn1cnnc1 | -5% | -2% | 23% | 2% | 4 | 1% | 2% | 2% | 10% | -0.2%
Cc1ccc2[nH]c3c(c2c1)CN(C(=O)CN1CCN(Cc2ccc4c(c2)OCO4)CC1)CC3 | -6% | -1% | -35% | 6% | ? | -37% | 6% | 5% | ? | 0.3%

The list itself, from the start:
SMILES | PTAP TSG101 blk | CXXC DNA block | BRCA1 expr act | TCR activator | TRPV1 agonist | a7 integrin act | A-T KAP1 phos | p53 reactivation | ELG1 repair inh | B2AR arrestin
O=C(CSc1nnc(-c2ccccc2)o1)Nn1cnnc1 | -5% | -2% | 23% | 2% | 4 | 1% | 2% | 2% | 10% | -0.2%
Cc1ccc2[nH]c3c(c2c1)CN(C(=O)CN1CCN(Cc2ccc4c(c2)OCO4)CC1)CC3 | -6% | -1% | -35% | 6% | ? | -37% | 6% | 5% | ? | 0.3%
CN(C)S(=O)(=O)c1ccc(C(=O)N2CCOCC2)cc1 | -10% | -13% | 4%[1.84 µM] | 4% | 0 | -4% | 4% | -2% | -2% | 0.3%
CC1(C)CC(=O)C2=C(C1)Nc1ccccc1NC2c1ccc(F)cc1 (configuration not stated) | 0% | 3% | -20% | 0% | 10 | 34% | 9% | · | -1% | 8.4%
O=C(Cn1cnc2c(cnn2-c2ccccc2)c1=O)c1ccc(Cl)cc1 | -7% | -4% | 0% | -6% | 10 | ? | 3% | 6% | -1% | -0.4%
O=S1(=O)CCN(OCc2ccc(Cl)cc2)CC1 | -3% | -3% | 0% | 5% | 0 | 9% | 2% | -2% | 15% | 0.1%
CN(C)CC(C)(C)CNC(C(=O)Nc1ccc(Cl)cc1C(F)(F)F)c1ccccc1 (configuration not stated) | -3% | 1% | 1% | 5% | 4 | -48%[inhibitor] | 0% | -1% | -4% | 0.2%
Cc1[nH]n(C(N)=S)c(=O)c1C(c1ccccc1)C(C#N)C#N (configuration not stated) | -6% | -5% | 10% | -7% | -2 | -4% | -14% | 4% | ? | -0.5%
COc1ccc(C(=O)Nn2cnnc2)cc1OC | -2% | 6% | 7% | -5% | 3 | 26% | 21% | 2% | 5% | -0.3%
COc1ccccc1N1CCN(C(=O)C(Sc2ccccc2)c2ccccc2)CC1 (configuration not stated) | -6% | 7% | -40% | 2% | 4 | -38% | -1% | -11% | ? | -0.3%
COc1ccc(OC)c(Nc2ncnc3ccccc23)c1 | -1% | -1% | 24% | -4% | 30 | 18% | 7% | 12% | 6% | 0.0%
COc1ccccc1C(=O)NC(=O)COC(=O)c1cc[n+]([O-])cc1 | 0% | · | 36% | -30% | -1 | -2% | 2% | -5% | -2% | -0.4%
COc1ccc(CCNC(=O)CC2SC(=NCc3ccccc3OC)NC2=O)cc1 (configuration not stated) | -8% | 5% | 0% | 4% | -2 | -27% | 0% | -4% | -1% | -0.4%
O=C(O)/C=C/C(=O)Nc1ccc(OC(F)F)cc1 | -3% | 11% | 3% | -5% | 1 | 3% | 4% | 1% | 2% | 0.0%
COC(=O)[C@H](CC(C)C)NC(=O)NCCCc1ccccc1 | -4% | -1% | -31% | 1%[46.1 µM] | 8 | 17% | 0% | -23% | -20% | -0.2%
CCN(c1ccccc1)S(=O)(=O)c1ccc(C(=O)NCc2ccco2)cc1 | -5% | · | -20% | 16% | · | · | 6% | -3% | ? | 3.1%
COc1cccc(C(=O)OCC(=O)NC(=O)NC2CCCC2)c1O | 0% | -1% | 10% | 2% | 1 | ? | -3% | 1% | 11% | 0.3%
CCN(CC)C(=O)c1ccc(NS(=O)(=O)c2ccccc2)cc1 | -3% | 0% | 0% | -5% | -1 | 21% | 4% | -3% | -18% | -0.6%
CC1CN(C(=O)c2cccc(S(=O)(=O)N3CCN(c4ccccc4)CC3)c2)CC(C)O1 (configuration not stated) | -5% | · | 9% | -3% | -1 | -18% | 8% | -2% | -7% | -0.3%
Cc1c(C(=O)Nc2ccccc2)csc1-c1ccccc1 | -4% | -3% | 10% | 7% | ? | 17% | 3% | ? | ? | 9.0%
CC1CCN(CCOCCOc2ccccc2Br)CC1 | -2% | 19% | -16% | 0% | 2 | -40% | 2% | 6% | 6% | -1.3%
Cc1ccc(NC(=O)NCCN2CCCCC2)cc1C | -5% | -1% | -3% | · | -3 | 25% | -2% | · | 0% | 0.7%
O=C(Cc1nc(-c2cnccn2)no1)NNC(=O)Nc1ccccc1 | 0% | -12% | -33% | -16% | -1 | 20% | 1% | -1% | 1% | 0.0%
O=C(C1=C[C@@H](c2ccc(C(F)(F)F)cc2)C[C@@H](OCCCCO)O1)N1CCN(Cc2ccccc2)CC1 | -6% | -3% | -42% | 15% | ? | -46%[inhibitor] | 7% | -3% | ? | 0.3%
[O-]/C(=C(\C(=S)Nc1ccccc1F)[n+]1ccccc1)c1ccc(OC(F)F)cc1 | -8% | 0% | -21% | 4% | 4 | -30% | -7% | 2% | 0% | -0.2%
Cc1nc(C)n(C(Oc2ccc(Cl)cc2Cl)C(=O)C(C)(C)C)n1 (configuration not stated) | -5% | · | 12% | 0% | · | 25% | · | · | · | ·
N/C(=N\OC(=O)CCCOc1ccccc1)c1ccccc1 | 1% | -17% | 52% | -1%[46.1 µM] | 8 | 9% | 9% | 11% | ? | -0.5%
CC(=O)N1CCC(=NNC(=O)CSc2cc(C)c(Br)cc2C)CC1 | -1% | 3% | -5% | 0%[46.1 µM] | 21 | -7% | -5% | -17% | 9% | -0.1%
OC1(CNCc2ccccc2)C2CC3CC(C2)CC1C3 (configuration not stated) | -8% | -8% | -11% | 4% | -1 | -19% | 5% | -3% | 0% | -0.5%
O=C(C1=NN[C@@H]2C(=O)N(c3ccccc3C(F)(F)F)C(=O)[C@H]12)c1cnccn1 | -7% | 2% | -12% | 5% | -2 | -15% | 3% | 2% | 0% | -0.7%
Cc1[nH]c2ccccc2c1SCc1nnc(SCc2ccc(Cl)cc2)n1C | 0% | -3% | -28% | 3% | 26 | 0% | 1% | -6% | 16µM* | -0.7%
CC(Oc1ccc(Br)cc1)C(=O)Nc1cc(S(=O)(=O)N2CCOCC2)ccc1N1CCCC1 (configuration not stated) | -7% | · | -18% | -6% | 1 | 1% | -1% | 1% | ? | 0.3%
CC(Oc1ccccc1)C(=O)Nc1ccc(C(N)=O)cc1 (configuration not stated) | -1% | 18% | 25% | -4% | 8 | 7%[7.66 µM] | -5% | 14% | ? | -1.0%
CCCN(CC(=O)Nc1cc(Cl)ccc1Cl)C(=O)c1ccccn1 | 0% | · | 3% | -3% | · | 4% | 8% | -8% | -1% | -0.3%
Nc1nccc(-c2cccs2)n1 | 0% | 2% | 5% | -2% | -2 | 8% | -1% | -1% | 10% | 0.3%
COc1ccc(-n2nc3c(N4CCC(C(=O)NCc5cccc(C)c5)CC4)nnc(C)c3c2C)cc1 | -2% | 17% | 0% | 1% | ? | 2% | -1% | -9% | 18µM* | 0.1%
CCCCC(=O)NC1(C(F)(F)F)NC(=O)N(Cc2ccccc2)C1=O (configuration not stated) | -5% | -6% | 0% | 0% | -2 | -36% | 25% | -2% | ? | -0.3%
CCCCOP(=O)(c1ccc(N(C)C)cc1)C(O)c1ccc(OC)c(OC)c1 (configuration not stated) | -4% | -6% | 1% | 3% | 1 | 18% | 3% | 5% | -11% | -0.7%
Cc1cccc(NC(=S)N(CCCN2CCOCC2)Cc2cn(C)c3ccccc23)c1 | -4% | 0% | -11% | -4%[46.1 µM] | 13 | 1% | 3% | -3% | ? | 0.1%
COCCN(CC1CCCN(C2Cc3ccccc3C2)C1)C(=O)c1ccc(C(C)=O)cc1 (configuration not stated) | -7% | -1% | 1% | 1% | -2 | 9% | -3% | -9% | 21% | 0.1%
Cc1ccc(-c2csc3nc(C(C)C)oc(=O)c23)c(C)c1 | 1% | 1% | -10% | 6% | · | -6% | 1% | -3% | -28% | -1.2%
CC(NC(=S)N1CCOCC1)c1ccccc1 (configuration not stated) | -1% | 2% | -8% | 1%[46.1 µM] | 12 | 15% | -1% | 4% | -1% | -0.3%
CCCCCCCNC(=O)C1(CC2CC(c3ccccc3)=NO2)CCN(C(=O)OC(C)(C)C)CC1 (configuration not stated) | -5% | · | -73% | -3% | 21 | -7% | 3% | ? | 7% | 0.4%
CN(CC(=O)Nc1cccc(F)c1)C(=O)c1ccccc1CCc1ccccc1 | 0% | · | -46% | 0% | 9 | -37% | 7% | 4% | ? | -0.1%
O=C1CC(c2ccccc2)CC2=C1C=Nc1ccccc1N2 (configuration not stated) | 0% | 22% | -36% | 1% | 22 | -7% | 10% | -4% | ? | 0.3%

Rows were taken by chance. Share with any hit: about 3.8%.
